# FLuc counter = qHTS profiling assay for firefly luciferase inhibitor/activator using purifed enzyme and Km concentrations of substrates (counterscreen for miR-21 project); Luciferin 4-monooxygenase (Photinus pyralis), P08659; purified FLuc, Km substrates, luminescence inhibition; Potency, µM (titrated, usually from 57.5 µM), for the others: top-dose activity change, negative = inhibition, actives largely listed as inhibitors; 360,000 compounds, 6.9% hits; AID 588342, 2011; active means well fitted inhibition curve with a large enough effect; inconclusive means small, poorly fitted or top-dose-only effect;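 further: plate controls were vehicle for no effect and reference inhibitor for full effect; nearly all actives have a fitted effect of over 55% in size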
# Target sequence (P08659 whole entry, looked up): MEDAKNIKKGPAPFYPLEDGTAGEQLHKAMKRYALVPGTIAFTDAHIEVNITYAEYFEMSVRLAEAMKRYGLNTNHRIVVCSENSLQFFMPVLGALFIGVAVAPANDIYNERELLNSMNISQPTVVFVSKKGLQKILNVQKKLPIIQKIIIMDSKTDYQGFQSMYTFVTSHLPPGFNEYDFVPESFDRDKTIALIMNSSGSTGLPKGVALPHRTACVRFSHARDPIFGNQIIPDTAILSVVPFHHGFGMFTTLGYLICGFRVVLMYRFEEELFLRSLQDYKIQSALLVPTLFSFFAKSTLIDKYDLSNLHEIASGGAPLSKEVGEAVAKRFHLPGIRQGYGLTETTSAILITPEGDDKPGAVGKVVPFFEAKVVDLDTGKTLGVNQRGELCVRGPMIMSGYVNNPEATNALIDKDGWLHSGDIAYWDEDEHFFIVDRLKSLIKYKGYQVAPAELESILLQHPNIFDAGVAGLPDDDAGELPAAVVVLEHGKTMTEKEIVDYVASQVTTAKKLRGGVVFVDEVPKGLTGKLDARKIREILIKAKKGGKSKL
#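 Purified P. pyralis luciferase, 10 nM final, with Km-level 10 uM D-luciferin and 10 uM ATP in 50 mM Tris acetate pH 7.5, 10 mM Mg acetate, 0.01% Tween-20, 0.05% BSA; 6-point qHTS titration about 60 µM downward; luminescence read.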
# Starred values were filed as active, the others as inactive; ? = inconclusive. Potency means the concentration at half of the fitted maximal effect. Not all compounds are listed, so the mix of outcomes need not match the whole.
nr	compound	FLuc counter
1	COc1ccc(-c2cc(C(=O)Nc3cc(C(F)(F)F)ccc3Cl)no2)cc1	-1.1%
2	Cc1ccccc1NC(=O)c1nc(S(C)(=O)=O)ncc1N(Cc1ccco1)Cc1sccc1C	0.7%
3	CC(C)(C)OC(=O)N1CCC(c2c(C(=O)N3CCOCC3)cnn2-c2cccc(F)c2)CC1	0.8%
4	Cc1ccc(O)c(NC(=O)c2noc3c2CCCC3)c1	8.49µM*
5	O=C(NCc1ccccc1)c1nc(-c2ccc(Cl)cc2)n2c1CCCCC2	-12.5%
6	CCCCSc1nnc2c(n1)OC(c1ccc(Br)s1)Nc1ccccc1-2 (centres undefined)	?
7	CCOC(=O)c1cc(-c2ccccc2)n(CCCC(=O)Nc2cccc(Cl)c2C)c1C	-0.5%
8	CCOC(=O)c1ccc(-n2c(CCC(=O)O)ccc2-c2ccccc2)cc1O	?
9	CC1(C(=O)NC2CCCCC2)Cc2ccccc2C(=O)N1Cc1ccc(Cl)cc1 (centres undefined)	2.4%
10	CCOC(=O)c1c(S(=O)(=O)N2CCCC(C(=O)Nc3ccccn3)C2)c(C)n(C)c1C (centres undefined)	-2.1%
11	CCCCOCc1cc(CN2CCN(c3cccc(Cl)c3)CC2)c(O)c2ncccc12	1.1%
12	Cc1ccc(NC(=O)CSc2nc3n[nH]c(C)c3c(=N)n2-c2ccccc2C)cc1C	2.0%
13	CCCCOc1ccc(C2C(=O)N(C3CCCCC3)CC(=O)N2CCCC)cc1 (centres undefined)	4.2%
14	CCN1CCN(c2ncc3c(n2)CCN(Cc2sccc2C)C3)CC1	-0.7%
15	O=C(CN(c1ccc(Cl)c(C(F)(F)F)c1)S(=O)(=O)c1ccccc1)Nc1cccnc1	-8.9%
16	CCCOc1ccc(CNC(=O)C(C)n2nc(C)n3c(cc4occc43)c2=O)cc1 (centres undefined)	-17.8%
17	CCOC(=O)c1cccc(NC(=O)CC(c2ccc(F)cc2)N2Cc3ccccc3C2=O)c1 (centres undefined)	-2.1%
18	Cc1ccc(NC(=O)c2nc(S(C)(=O)=O)ncc2N(Cc2ccco2)Cc2ccccc2F)c(C)c1	-3.3%
19	O=C(Nc1c(C(=O)N2CCN(c3ccccc3F)CC2)oc2ccccc12)c1ccc(Br)o1	-12.3%
20	Cc1cc(OC(C)C(=O)N(Cc2ccco2)Cc2ccccc2F)cc(C)c1Cl (centres undefined)	-18.5%
21	CCc1ccc(NC(=O)Cn2c(=O)c(-c3ccccc3NC(C)=O)nc3ccccc32)cc1	-5.9%
22	COc1ccc(Br)cc1C(=O)Nc1nc2ccc(F)cc2s1	?
23	Cc1ccc(C)c(OC(=O)CSc2nnc(-c3cccs3)o2)c1	1.3%
24	O=C(c1noc2c1CCCCC2)N1CCN(c2cccc(C(F)(F)F)c2)CC1	-10.0%
25	Cc1ccc(CNC(=O)c2oc3c(c2C)-c2nn(Cc4ccc(Cl)cc4)cc2CC3)cc1	6.9%
26	CCC(=O)N1CCc2cc(Br)cc(S(=O)(=O)Nc3ccc(C)cc3C)c21	-2.8%
27	Cc1ccc(N2CC(C(=O)NCc3nnnn3-c3ccc(C)c(C)c3)CC2=O)cc1C (centres undefined)	6.2%
28	COc1cccc(CNC(=O)c2oc3c(c2C)-c2nn(Cc4cccc(Cl)c4)cc2CC3)c1OC	-3.8%
29	Cc1oc2ncnc(N3CCOCC3)c2c1C(=O)NCc1ccc(Cl)cc1	2.9%
30	O=C1CC(c2cccc(O)c2)c2c(nc(SCc3ccccc3F)[nH]c2=O)N1 (centres undefined)	?
31	CC(C)(C)c1ccc(S(=O)(=O)c2cnc(SCC(=O)Nc3ccc4c(c3)OCCO4)[nH]c2=O)cc1	10.7µM*
32	CCc1ccc(C2c3c(-c4ccccc4O)n[nH]c3C(=O)N2Cc2cccnc2)cc1 (centres undefined)	-6.4%
33	COc1ccc(OC)c(NC(=O)c2oc3c(c2C)-c2nn(Cc4ccc(Cl)cc4)cc2CC3)c1	3.7%
34	Cc1ccc(-n2nc(CO)c(C(=O)NCCCCc3ccccc3)n2)cc1C	?
35	CCN(CC)C(=O)c1c(-c2ccccc2)c(-c2ccccc2)nn(CC)c1=O	1.8%
36	Cc1ccccc1NC(=O)c1sc2nc3n(c(=O)c2c1C)N=C(c1ccccc1)CS3	-3.2%
37	CCOC(=O)c1ccc(NC(=O)c2c(C)oc3nc(C)nc(N4CCCC4)c23)cc1	5.9%
38	COc1ccc(CNC(=O)c2ccc3c(c2)nc2n3CCOC2)c(OC)c1	-9.2%
39	CC(CC(=O)NCc1ccc(Cl)cc1)CC1=NS(=O)(=O)c2ccccc2N1 (centres undefined)	-9.9%
40	COc1ccc2c(c1)c(CC(=O)Nc1cc(C)cc(C)c1)c(C)n2C(=O)c1ccc(Cl)cc1	-9.6%
41	CCCOc1ccc(C2C(=O)N(C3CCCCCC3)CC(=O)N2CCCOCC)cc1OC (centres undefined)	-2.3%
42	O=C(Nc1nnc(S(=O)(=O)N2CCCc3ccccc32)s1)c1ccc(Cl)cc1	1.9%
43	CCCCN1C(=O)c2[nH]nc(-c3ccccc3O)c2C1c1cc(Br)c(O)c(OC)c1 (centres undefined)	-23.4%
44	COC(=O)c1ccccc1NC(=O)c1ccc2c(=O)n3c(nc2c1)CCCCC3	?
45	CCOc1ccc(N(C)C(=O)C2CCN(S(=O)(=O)c3c(C)noc3/C=C/c3ccc(C)cc3)CC2)cc1	0.9%
46	COc1ccc(CNC(=O)CN2C(=O)COc3ccccc32)c(OC)c1	-0.7%
47	CCc1ccc(C2C(C(=O)Nc3ccccc3)=C(C)Nc3c(C(=O)Nc4ccc(C)cc4)cnn32)cc1 (centres undefined)	-4.9%
48	CCN(CC)CCn1c(=N)n(CCOc2ccccc2Cl)c2ccccc21	2.5%
49	Cc1ccc(CN2c3ccccc3-c3nc(SCC(=O)NCc4ccccc4)ncc3S2(=O)=O)cc1	-3.7%
50	COc1ccc(S(=O)(=O)N2CCC(c3nnc(-c4ccccc4C)o3)CC2)c(OC)c1	?

# Pulled by compound from above, seven records:
nr	compound	FLuc counter
43	CCCCN1C(=O)c2[nH]nc(-c3ccccc3O)c2C1c1cc(Br)c(O)c(OC)c1 (centres undefined)	-23.4%
44	COC(=O)c1ccccc1NC(=O)c1ccc2c(=O)n3c(nc2c1)CCCCC3	?
46	COc1ccc(CNC(=O)CN2C(=O)COc3ccccc32)c(OC)c1	-0.7%
42	O=C(Nc1nnc(S(=O)(=O)N2CCCc3ccccc32)s1)c1ccc(Cl)cc1	1.9%
45	CCOc1ccc(N(C)C(=O)C2CCN(S(=O)(=O)c3c(C)noc3/C=C/c3ccc(C)cc3)CC2)cc1	0.9%
47	CCc1ccc(C2C(C(=O)Nc3ccccc3)=C(C)Nc3c(C(=O)Nc4ccc(C)cc4)cnn32)cc1 (centres undefined)	-4.9%
50	COc1ccc(S(=O)(=O)N2CCC(c3nnc(-c4ccccc4C)o3)CC2)c(OC)c1	?

# Following part
nr	compound	FLuc counter
51	COc1ccc(-c2noc(N3CCC(C(=O)N4CCN(c5cccc(OC)c5)CC4)CC3)n2)cc1	?
52	COc1ccc(CNC(=O)COCc2cc(-c3cccs3)on2)cc1OC	0.9%
53	Cc1ccc(C)c(Cn2c(CCCNC(=O)C3CCCCC3)nc3ccccc32)c1	5.7%
54	Cc1ccc(C(=O)Nc2ccc3nc(SCC(=O)N4CCCc5ccccc54)sc3c2)cc1	?
55	COc1ccc(NC(=O)C(C)n2nc(C)c3c(C)n(-c4ccccc4)nc3c2=O)cc1Cl (centres undefined)	-2.2%
56	COc1cc(NC(=O)Cn2ccn(Cc3ccccc3OC)c(=O)c2=O)cc(OC)c1	2.4%
57	Cc1cc(C)c2c(-n3cccc3)c(C(=O)NCC(C)c3ccccc3)sc2n1 (centres undefined)	-9.4%
58	CC(=O)Nc1nonc1-c1nnc(SCC(=O)Nc2ccc(C)c(Cl)c2)n1-c1ccccc1	-1.1%
59	CCN(CC)S(=O)(=O)c1ccc2oc(C(=O)N(C)Cc3ccccc3)c(C)c2c1	0.4%
60	COc1ccc(S(=O)(=O)NCC(c2ccco2)N2CCN(c3ccc(F)cc3)CC2)cc1C (centres undefined)	2.4%
61	CCc1ccc(-n2nc(CO)c(C(=O)NCCCCc3ccccc3)n2)cc1	?
62	Cc1ccc(NC(=O)/C=C/c2ccco2)cc1F	5.36µM*
63	Cc1ccc(C)c(NC(=O)c2cc(S(=O)(=O)NCc3ccccc3)ccc2F)c1	-4.3%
64	CCOc1ccccc1CNC(=O)C1CCCN(S(=O)(=O)c2ccc3c(ccn3C)c2)C1 (centres undefined)	1.7%
65	Cc1nc(-c2ccc(F)cc2)sc1CCNC(=O)c1ccco1	-10.4%
66	COc1cccc(CNC(=O)CCCn2c(=O)c3cccn3c3ccc(F)cc32)c1OC	2.7%
67	COc1c(C)cc(S(=O)(=O)Nc2cccc(-c3ccc(N4CCOCC4)nn3)c2)c(C)c1C	15.1µM*
68	CCOc1ccccc1NC(=O)CCn1c(-c2ccc(OC)cc2)cc(C(C)=O)c1C	-9.1%
69	O=C(Nc1ccccc1F)c1cnc(N2CCCCC2)c2ccccc12	?
70	Fc1cccc(CN2CCc3nc(Nc4ccc5c(c4)OCCO5)ncc3C2)c1F	?

# Next part (two carried over from the part before).
nr	compound	FLuc counter
69	O=C(Nc1ccccc1F)c1cnc(N2CCCCC2)c2ccccc12	?
70	Fc1cccc(CN2CCc3nc(Nc4ccc5c(c4)OCCO5)ncc3C2)c1F	?
71	CCc1ccc(OCCCSc2nc(-c3ccc(C(C)(C)C)cc3)nc3cc(=O)[nH]n23)cc1	?
72	Cc1c(C(=O)OCCOc2ccccc2)[nH]c2c1C(=O)CC(c1ccccc1Cl)C2 (centres undefined)	-0.7%
73	CCOC(=O)c1c(NC(=O)COc2ccc(Br)cc2)sc(C(C)=O)c1C	1.7%
74	Cc1ccc(-c2nc3ccccn3c2Nc2ccc3c(c2)OCCO3)s1	?
75	COc1cc(C(=O)N(Cc2ccc(F)cc2)Cc2ccco2)cc(OC)c1OC	-6.7%
76	Cc1ccc(C(=O)c2oc3ccccc3c2NC(=O)c2cc(=O)c3ccccc3o2)cc1	-2.2%
77	COc1ccc(NC(=O)CSc2ncccc2C(=O)O)cc1OC	-9.8%
78	COc1ccc2c(c1)c(CC(=O)Nc1c(C)cccc1C)c(C)n2C(=O)c1ccc(Cl)cc1	0.3%
79	COc1ccccc1N1CCN(C(=O)C2CCN(S(=O)(=O)Cc3ccccc3)CC2)CC1	-2.3%
80	Cc1cccc(N2CCN(c3nc4ccccc4c4nnc(C)n34)CC2)c1C	1.6%
81	CCc1ccc(-c2nc(-c3cc4ccccc4oc3=O)sc2C)cc1	-3.0%
82	CCOc1ccc2nc(NC(=O)c3nc(SCc4ccccc4F)ncc3Cl)sc2c1	3.7%
83	Cc1ccc(S(=O)(=O)Nc2cc3c(C(=O)OCc4ccccc4)c(C)oc3c3ccccc23)c(C)c1	-3.6%
84	COc1cccc(-c2nn(C)c3sc(C(=O)NCc4cc(OC)ccc4OC)cc23)c1	-2.3%
85	O=C(COc1ccc(Br)cc1)Nc1cccc2cccnc12	-0.7%
86	COc1ccc(OCc2ccc(-c3nc(C#N)c(NCc4ccc(F)cc4)o3)o2)cc1	0.9%
87	Cc1cc(F)ccc1NC(=O)C(C(C)C)N1Cc2ccccc2C1=O (centres undefined)	-3.1%
88	CCCc1nnc(NC(=O)c2cc(=O)c3ccccc3o2)s1	?
89	COC(=O)CCN(C(=O)c1c(C)oc2ncnc(N3CCOCC3)c12)c1ccccc1	2.5%
90	COc1ccc(-n2c(CC3C(=O)N(C)c4ccc(C)cc43)nc3ccccc3c2=O)cc1 (centres undefined)	-2.6%
91	COc1ccc(Cn2ccnc2SCC(=O)Nc2cc(C(F)(F)F)ccc2Cl)cc1	-4.5%
92	CN1CCN(C(=O)Cn2ncc3c4ccccc4n(Cc4ccc(Cl)cc4)c3c2=O)CC1	2.6%
93	CCOC(=O)c1c(NC(C)=O)c2c3c(sc2n1Cc1nc(-c2ccccc2OCC)oc1C)CCCC3	-1.0%
94	CNC(=O)C1CCC(Cn2c(=O)c3sccc3n(CC(=O)NCc3ccccc3)c2=O)CC1 (centres undefined)	4.0%
95	CCOC(=O)c1scc(-c2ccc(C)cc2)c1S(=O)(=O)Nc1cc(OC)ccc1OC	-0.2%
96	CCOCCCn1c(SCC(=O)Nc2ccc(C(C)C)cc2)nc2c(sc3ccccc32)c1=O	-2.0%
97	COc1ccc(NC(=O)CSC2=Nc3ccccc3C3=NC(CC(=O)NCCc4ccccc4)C(=O)N23)cc1 (centres undefined)	-3.3%
98	Cc1nc(-n2nc(C)c(Cc3ccc4c(c3)OCO4)c2C)sc1C(=O)Nc1cccc(Cl)c1	2.2%
99	CCN(c1cccc(C)c1)S(=O)(=O)c1nnc(NC(=O)c2ccccc2Cl)s1	13.5µM*
100	CCc1nn2c(=O)cc(COC(=O)c3ccccc3NC(=O)COc3ccc(C)c(C)c3)nc2s1	?
101	Cc1ccc(Cl)cc1-n1ncc2c(NCCCc3ccccc3)ncnc21	-18.0%
102	CCOC(=O)c1c(C)oc2nc(C)nc(N3CCN(c4cc(Cl)ccc4C)CC3)c12	-1.3%
103	Cc1c(C(=O)N(C)c2cccc(C(F)(F)F)c2)sc2nc3n(c(=O)c12)CCCCC3	13.5µM*
104	CC(C)c1cnc2c(c1SCC(=O)Nc1ccc(C(N)=O)cc1)c(=O)n(C)c(=O)n2C	-12.5%
105	CCN(CC)S(=O)(=O)c1ccc(NC(=O)c2cc3ccc4cccnc4c3[nH]2)cc1	-2.7%
106	COc1ccc(C(=O)Nc2ccccc2C(=O)OCc2cc(=O)n3c4c(sc3n2)CCCC4)cc1	-5.9%
107	O=C(Cn1c(=O)n(Cc2nc(-c3ccccc3)no2)c(=O)c2cc3c(cc21)OCO3)Nc1ccc(Cl)cc1	4.0%

# Screening results from PubChem BioAssay.
